From PubChem
FLuc counter = inhibits or activates purified firefly luciferase, miR-21 counter-screen; Potency, µM (top dose mostly 57.5 µM), for inactives: at the top dose activity change, negative = inhibition, most hits filed as inhibitors; actives 6.9% (n = 360,000); purified FLuc, Km substrates, luminescence inhibition; AID 588342; P08659; active means well fitted inhibition curve with a large enough effect; inconclusive means small, poorly fitted or top-dose-only effect;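 further: plate controls were vehicle for no effect and reference inhibitor for full effect; nearly all actives have a fitted effect of over 55% in size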
Target sequence (P08659 whole entry, looked up): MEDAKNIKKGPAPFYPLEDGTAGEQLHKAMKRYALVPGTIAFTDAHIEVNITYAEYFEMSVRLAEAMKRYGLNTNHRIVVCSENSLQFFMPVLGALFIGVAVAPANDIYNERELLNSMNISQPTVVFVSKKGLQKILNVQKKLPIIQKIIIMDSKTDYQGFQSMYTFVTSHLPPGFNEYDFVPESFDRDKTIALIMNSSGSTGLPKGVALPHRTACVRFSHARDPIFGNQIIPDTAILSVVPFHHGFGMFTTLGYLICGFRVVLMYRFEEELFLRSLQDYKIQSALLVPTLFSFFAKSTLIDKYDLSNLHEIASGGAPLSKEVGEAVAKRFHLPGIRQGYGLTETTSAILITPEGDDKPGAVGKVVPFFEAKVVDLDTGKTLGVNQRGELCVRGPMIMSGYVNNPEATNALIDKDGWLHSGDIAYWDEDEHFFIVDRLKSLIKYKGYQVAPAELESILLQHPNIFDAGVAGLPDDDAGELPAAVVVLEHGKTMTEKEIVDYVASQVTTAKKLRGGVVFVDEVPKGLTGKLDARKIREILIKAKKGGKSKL
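Purified P. pyralis luciferase, 10 nM final, with Km-level 10 uM D-luciferin and 10 uM ATP in 50 mM Tris acetate pH 7.5, 10 mM Mg acetate, 0.01% Tween-20, 0.05% BSA; 6-point qHTS titration about 60 µM downward; luminescence read.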
Starred values were filed as active, the others as inactive; ? = inconclusive. Potency means the concentration at half of the fitted maximal effect.

structure | FLuc counter
CC(C)c1ccc(Nc2sc(C(=O)c3ccccc3)c(N)c2S(=O)(=O)c2ccccc2)cc1 | 3%
COc1ccc(Cn2c(C(=O)O)c(CNCc3ccc(SC)cc3)c3ccc(OC)cc32)cc1 | -3%
O=C(CN1C(=O)COc2ccc(Cl)cc21)Nc1ccc(F)cc1 | -3%
CCOC(=O)C1CCC(CN(Cc2c(Cl)cccc2Cl)S(=O)(=O)c2ccc(F)c(C)c2)CC1 (stereo unspecified) | -1%
Cc1ccc(NC(=O)CN(C)S(=O)(=O)c2cnc[nH]2)cc1 | 5%
CC(=O)N1CCc2cc(CNS(=O)(=O)c3ccc(C(C)(C)C)cc3)ccc21 | -9%
COc1ccc(Br)cc1CNC(=O)c1ccc2c(c1)N(Cc1ccc(C)cc1)CCS2 | -3%
Cc1ccc(C)n1-c1nnc(N2CCCC(C(=O)NCc3cccc(Cl)c3)C2)s1 (stereo unspecified) | 2%
COc1ccc(Br)c(C(=O)Nc2cc3c(cc2N2CCCC2)n(C)c(=O)c(=O)n3C)c1 | 6%
COc1ccc2c(C)c(CCC(=O)NCc3ccc(Cl)cc3)c(=O)oc2c1C | -4%
COCCNC(=O)CCCn1c(SCc2ccccc2C)nc2c(sc3ccccc32)c1=O | 2%
COc1ccc(-c2nnc(Nc3ccc(OCC(N)=O)cc3)c3ccccc23)cc1 | 3%
Cc1ccc(Cl)cc1NC(=O)c1nnn(Cc2ccccc2)c1N | -10%
O=C(Nc1ccc(Cl)c(Cl)c1)N1CCC(c2ccccc2)C1 (stereo unspecified) | 1.7µM*
O=C(O)c1c(CNCc2cccc(F)c2)c2ccccc2n1Cc1ccccc1 | -12%
Cc1nc2ccccn2c(=O)c1NC(=O)c1c(F)cccc1F | 3%
CCN(CC)c1ccc(NC(=O)C2CCN(S(=O)(=O)c3c(C)noc3/C=C/c3ccccc3F)CC2)c(C)c1 | -8%
O=C(Nc1cccc(Cl)c1)c1csnn1 | -14%
O=C(NCc1ccccc1)c1ccc(NC(=O)N2CC3CCCN3c3ccccc32)cc1 (stereo unspecified) | 0%
CCc1ccccc1Nc1cc(C(=O)NC(C)c2ccccc2)c2ccccc2n1 (stereo unspecified) | ?
CCc1c(C)sc2c1CCN(C(=O)Nc1cc(C)ccc1C)C2c1ccc(OC)cc1 (stereo unspecified) | -2%
Cc1nn(CC(=O)N2CCN(c3ccccc3F)CC2)c(=O)c2cccn12 | ?
Cc1ccc(Nc2c(-c3cc(Br)ccc3F)nc3cc(C)ccn23)cc1 | -1%
CCOC(=O)c1[nH]c(C)c(CCC(=O)Nc2ccccc2C(=O)OC)c1C | 0%
CCCCN(CC)CCCNC(=O)c1c(C)oc2ncnc(N3CCOCC3)c12 | -4%
Cc1ccc(C(=O)c2oc3ccccc3c2NC(=O)c2nc(S(C)(=O)=O)ncc2Cl)cc1F | -1%
COc1cccc(C(=O)Nc2nc3nc(C)c(C)c(=O)n3[nH]2)c1 | ?
O=C(NC1CCCC1)c1ccc2c(c1)N(Cc1ccccc1Cl)C(=O)c1ccccc1S2 | 3%
CCc1ccccc1NC(=O)C1=C(C)C(=O)OC12CCCCCC2 | -4%
O=C(CSc1nc2c(c(=O)[nH]1)CN(Cc1ccc3c(c1)OCO3)CC2)Nc1cccc(Cl)c1 | -1%
COc1cccc(CNC(=O)Cn2ncc3c4ccccc4n(C)c3c2=O)c1 | 0%
CCOC(=O)c1sc2ccccc2c1S(=O)(=O)Nc1cccc(C(F)(F)F)c1 | ?
Cc1ccc(C)c(CN2CCC(CNC(=O)Cn3ncc4c([nH]c5ccccc54)c3=O)CC2)c1 | 7%
O=C(CCC1N=C2c3ccccc3N=C(SCC(=O)Nc3cccc(Cl)c3)N2C1=O)NCc1ccco1 (stereo unspecified) | -7%
COc1cccc(N2CCN(S(=O)(=O)c3cc(-c4cc(C)no4)ccc3C)CC2)c1 | 5%
CC(C)(C)n1ncc2c(=O)n(Cc3cc(F)c(F)cc3Cl)cnc21 | -1%
COc1cc(NC(=O)CN2C(=O)C(c3ccc(C)cc3)=NC23CCCCC3)cc(OC)c1 | -1%
Cc1ccc(NC(=O)C2CCCN(c3ncnc4onc(-c5ccc(F)cc5)c34)C2)c(Cl)c1 (stereo unspecified) | -9%
CCc1c(C)sc2c1CCN(Cc1cccc(OC)c1)C2c1ccccc1 (stereo unspecified) | 0%
CCN(CC)CCCNc1ncnc2c1cnn2-c1ccc(C)c(C)c1 | 15µM*
O=C(CN1C(=O)CSc2ccc(S(=O)(=O)N3CCCC3)cc21)NCc1ccc(Cl)cc1 | -17%
Cc1ccc2c(c1)c(=O)c1ccccc1n2CCCC(=O)Nc1ccc(Cl)cc1C | 3%
CCOc1ccc(N(C)C(=O)c2oc(=O)c3ccccc3c2-c2ccccc2)cc1 | 3%
CCOc1ccc(NC(=O)c2cc(=O)c3ccc(C)c(C)c3o2)cc1 | -1%
Cc1cc(C)c(NC(=O)Cn2nnc(-c3nc(-c4ccccc4)no3)c2N)c(C)c1 | 0%
COc1cccc(C(c2sc3nc(-c4ccco4)nn3c2O)N2CCOCC2)c1 (stereo unspecified) | -3%
O=C(Nc1ccc(OCc2cc(=O)n3ccccc3n2)cc1)c1ccccc1Cl | 6%
CC1=C(c2ccc(Cl)cc2)S(=O)(=O)N=C1N1CCN(c2cccc(C(F)(F)F)c2)CC1 | -12%
CCCCc1nn2c(=O)cc(COC(=O)c3ccc(NC(=O)c4ccccc4C)cc3)nc2s1 | -2%
O=C(NC1CCCCC1)c1ccc(CSc2nc3cccnc3n2Cc2cccc(F)c2)cc1 | -4%
COc1ccc(C2=C(C)C(=O)N(Cc3ccc(C(=O)Nc4ccc(F)cc4C)cc3)S2(=O)=O)cc1 | -6%
COc1cccc(NC(=O)c2nnn(Cc3cccc(C(F)(F)F)c3)c2N)c1 | 3%
COc1ccc(-c2cc3ccc(O)c(CN4CCC(C)CC4)c3oc2=O)cc1 | -4%
COc1ccc(OCC(=O)N2CCC(c3nc4ccccc4s3)CC2)cc1 | ?
COc1ccc(Nc2cc(C(=O)NCc3ccccc3)c3ccccc3n2)cc1 | -14%
CCc1nnc2c(NCc3ccccc3)nc3ccccc3n12 | -1%
CCCNC(=O)Cn1nc(-c2ccc(C)c(C)c2)c2cnc3ccc(F)cc3c21 | -10%
COc1ccccc1N1CCN(S(=O)(=O)c2c(C)sc3ncn(CC(=O)N(C)c4ccc(C(C)C)cc4)c(=O)c23)CC1 | 0%
CC(=O)C1=C(c2ccc(Cl)c(Cl)c2)N(C(C)=O)n2c(nnc2-c2ccccc2)S1 | -1%
Cc1ccc(C)c(NC(=O)N2CCC(CN3CCOCC3)CC2)c1 | -3%

The listing continues:
structure | FLuc counter
O=C(CC1N=C2c3ccccc3N=C(SCc3ccccc3F)N2C1=O)NCc1cccs1 (stereo unspecified) | -10%
COc1ccc(CNC(=O)Cn2ccc3cc(S(=O)(=O)N4CCCCCC4)ccc32)cc1OC | -8%
CCN(CC)C(=O)Cn1c(=O)n(-c2ccc(Cl)c(Cl)c2)c(=O)c2c(C)c(C(=O)N(CC)CC)sc21 | 0%
Cc1ccc(-n2nnc(-c3nc(-c4cccs4)no3)c2N)c(C)c1 | 0%
CCCCC(=O)Nc1c(C(=O)N2CCN(c3ccccc3F)CC2)oc2ccccc12 | 1%
COc1ccc(-n2nc(C(=O)NCCc3ccc(Cl)cc3)c3c4ccccc4n(C)c3c2=O)cc1Cl | -2%
COc1cc2c(cc1OC)C(COc1ccc3c(C)cc(=O)oc3c1)N(C(=O)c1cc(Cl)ccc1OC)CC2 (stereo unspecified) | 0%
Cc1ccc(CNC(=O)c2ccc3c(c2)c(C)c(C)n3Cc2ccccc2)o1 | ?
Cc1ccc(-n2nc3c(=O)n(CC(=O)NCC(C)c4ccccc4)nc(C)c3c2C)cc1 (stereo unspecified) | -8%
Cc1ccc(Nc2nc(C)c(NC(=O)c3ccc(C)cc3)c(Nc3ccc(C)cc3)n2)cc1 | -1%
Cc1ccc(C)c(Cn2c(=O)c3c(nc4n3CCN4c3ccccc3)n(C)c2=O)c1 | ?
Cc1ccc(Cn2c(=O)n(-c3cc(C)cc(C)c3)c(=O)c3oc4ccccc4c32)cc1 | 5%
CCc1cccc(NC(=O)c2sc3nc[nH]c(=O)c3c2C)c1 | ?
Cc1ccc(-c2nc(CSc3nnc(C)n4c3cc3occc34)c(C)o2)cc1 | -1%
COc1cc(Cl)c(C)cc1NC(=O)CSc1ncc(S(=O)(=O)c2ccc(C(C)(C)C)cc2)c(=O)[nH]1 | ?
CCOc1ccccc1CNC(=O)CN1C(=O)c2cccnc2Oc2ccc(Cl)cc21 | 2%
O=c1oc2ccc3ccccc3c2cc1-c1nnc(Nc2ccc(F)cc2)s1 | -5%
O=C(COCc1cc(-c2ccc(F)cc2)on1)Nc1cc(Cl)cc(Cl)c1 | -3%
Cn1cc(S(=O)(=O)c2cccc(Cl)c2)c(=O)c2cc(F)c(N3CCCCC3)cc21 | -2%
Cc1ccc(CNC(=O)c2cnc(N3CCCC3)nc2C)cc1 | -2%
COc1cccc(NC(=O)N2CCC(n3c(C)nc4cccnc43)CC2)c1 | -7%
COc1cccc(CNC(=O)CSc2nc(=O)[nH]c3c2CCC3)c1 | 5%
CCN(CC)C(=O)c1sc2c(c1C)c(=O)n(-c1ccccc1)c(=O)n2CC(=O)N(CC)c1cccc(C)c1 | 3%
COc1cc(Cl)c(C)cc1NC(=O)CCc1nc2cccnc2n1Cc1cccs1 | -15%
COC(=O)c1sccc1S(=O)(=O)N(CC(=O)Nc1cccc(C)c1C)c1ccc(C)c(C)c1 | 2%
CNS(=O)(=O)c1cn(CC(=O)N2CCN(c3ccccc3F)CC2)cc1S(=O)(=O)NC | 2%
Cc1ccccc1NC(=O)Nc1nnc(N2CCCCCC2)s1 | -3%
Cn1c(=O)c(=O)n(C)c2cc(NC(=O)c3ccccc3Br)ccc21 | 5%
CCc1ccc(OC(=O)CSc2nnc(-c3ccc4c(c3)OCO4)o2)cc1 | -1%
COCCNC(=O)CN1C(=O)c2cccnc2Oc2ccc(Cl)cc21 | 2%
CCCc1cc(=O)[nH]c(SCc2nc(-c3ccc(OC)cc3)no2)n1 | ?
CCCSC1=NC2(CCN(C(=O)NC3CCCCC3)CC2)N=C1c1ccc(C)cc1 | -8%
COc1ccccc1C(=O)Nc1ccc2oc(-c3cccc(Cl)c3Cl)nc2c1 | -1%
COc1ccccc1NC(=O)CSc1oc(-c2cccs2)nc1S(=O)(=O)c1ccccc1 | 2%
O=C(NCC(c1cccnc1)N1CCc2ccccc21)C(=O)Nc1ccccc1F (stereo unspecified) | -18%
COc1ccc(Nc2nn(-c3ccc(OC(F)(F)F)cc3)nc2C(C)=O)cc1 | 0%
COc1cc(C(=O)N(CCCN(C)C)c2nc3c(OC)cccc3s2)cc(OC)c1OC | -3%
Cc1c(CNCc2ccc(Cl)cc2)c(C(=O)O)c(C)n1Cc1ccc(F)cc1 | -2%
COC(=O)c1ccc(Nc2nc(-c3ccccc3Cl)nc3ccccc23)cc1 | -5%
COc1cccc(-c2nc(CS(=O)(=O)CC(=O)Nc3ccc(C)c(Cl)c3)c(C)o2)c1 | -11%
COc1ccc(S(=O)(=O)NCC(c2ccco2)N2CCN(c3ccccc3)CC2)cc1OC (stereo unspecified) | -6%
O=C(Nc1cccc(Cl)c1)C1CCCN(c2ncnc3c2nc2n3CCCCC2)C1 (stereo unspecified) | -15%
COc1ccccc1CNC(=O)NCc1noc2ccc(C)cc12 | -15%
CCc1cccc(C)c1NC(=O)c1cc(S(=O)(=O)N2CCC3(CC2)OCCO3)ccc1F | 0%
COc1ccc(-c2cn3nc(N4CCCC(C(=O)Nc5cc(C)cc(C)c5)C4)sc3n2)cc1 (stereo unspecified) | -19%
O=C(COCc1cc(-c2cccs2)on1)Nc1cccc(Cl)c1Cl | 0%
COc1ccc(CCNC(=O)C(C)n2c(=O)cc(C(F)(F)F)c3c(C)nn(C)c32)cc1OC (stereo unspecified) | -2%
Cc1ccc(C)c(N2CCN(S(=O)(=O)c3cc(C(=O)Nc4ccc(Oc5ccccc5)cc4)ccc3F)CC2)c1 | -7%
O=C(Nc1ccc(Br)cc1)c1ccc(Cl)c(S(=O)(=O)N2CCCCCC2)c1 | -2%
Cc1ccc2c(CC(=O)N3CCN(c4cccc(Cl)c4)CC3)coc2c1 | 2%
COc1cccc(CNC(=O)C(Cc2ccccc2)NS(=O)(=O)c2ccc3c(c2)CCN3C(C)=O)c1 (stereo unspecified) | 3%
CCOc1ccccc1NC(=O)CSc1ccc2nc(-c3ccccc3)cn2n1 | ?

Not all compounds are listed. The share of hits here may be higher or lower than overall.
